Source: PubChem
GLD-1 TGE inh: GLD-1/TGE RNA complex disruptors, primary screen, biochemical, fluorescence polarization; AID 2280, 2010; inhibition, % at 5.96 µM; 320,000 compounds, 0.44% hits; purified GLD-1 + fluorescein TGE RNA;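 active = percent inhibition above a per-plate cutoff, the plate mean of test compounds plus 3 SD, cut at about 30% in these data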;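 note: 0% = DMSO wells with GLD-1 and probe and 100% = wells lacking GLD-1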
Target sequence (Q17339 whole entry, looked up): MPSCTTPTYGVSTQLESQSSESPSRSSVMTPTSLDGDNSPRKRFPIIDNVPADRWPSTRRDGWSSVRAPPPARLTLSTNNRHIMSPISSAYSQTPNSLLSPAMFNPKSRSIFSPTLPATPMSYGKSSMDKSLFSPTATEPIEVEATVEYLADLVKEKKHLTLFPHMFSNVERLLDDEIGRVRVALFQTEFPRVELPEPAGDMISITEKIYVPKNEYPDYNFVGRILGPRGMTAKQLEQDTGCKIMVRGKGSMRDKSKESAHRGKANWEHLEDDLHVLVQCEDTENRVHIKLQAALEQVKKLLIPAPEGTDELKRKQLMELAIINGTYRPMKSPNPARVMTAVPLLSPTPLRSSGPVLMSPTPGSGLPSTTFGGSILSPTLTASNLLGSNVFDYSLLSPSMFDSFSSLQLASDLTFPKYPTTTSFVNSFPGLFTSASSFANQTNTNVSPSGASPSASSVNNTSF
MEX-5 binding: MEX-5 zinc finger RNA-binding disruptors – biochemical, C. elegans, fluorescence polarization, MLPCN library, primary screen | Zinc finger protein mex-5 (Caenorhabditis elegans), Q9XUB2 | MEX-5/FITC-TCR2 RNA binding; stronger effect = lower value | activity score (negative = inhibition of binding), % at 10 µM | 300,000 compounds, 0.38% hits | AID 1832, 2009;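 active = inhibition past about -25% in most replicates, and total fluorescence under double the plate's negative control median, limit read from the data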;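 note: 0% = DMSO and -100% = 5 µM competing unlabeled TCR2 RNA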
MCL1 BIM primary: inhibitors of MCL1 binding to BIM-BH3, primary screen, biochemical, fluorescence polarization; Induced myeloid leukemia cell differentiation protein Mcl-1 (Homo sapiens), Q07820; GST-MCL1 / FITC-Bim-BH3 fluorescence polarization; inhibition, % at 10.9 µM; 320,000 compounds, 0.68% hits; AID 2057, 2009;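 active = inhibition above the mean inhibition of all tested compounds plus 3 SD, set per campaign, cut at about 40% in these data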;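 note: 0% = DMSO wells and 100% = unlabeled Bim-BH3 peptide control; higher means more loss of mP so more displacement of Bim peptide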
Target sequence (Q07820 whole entry, looked up): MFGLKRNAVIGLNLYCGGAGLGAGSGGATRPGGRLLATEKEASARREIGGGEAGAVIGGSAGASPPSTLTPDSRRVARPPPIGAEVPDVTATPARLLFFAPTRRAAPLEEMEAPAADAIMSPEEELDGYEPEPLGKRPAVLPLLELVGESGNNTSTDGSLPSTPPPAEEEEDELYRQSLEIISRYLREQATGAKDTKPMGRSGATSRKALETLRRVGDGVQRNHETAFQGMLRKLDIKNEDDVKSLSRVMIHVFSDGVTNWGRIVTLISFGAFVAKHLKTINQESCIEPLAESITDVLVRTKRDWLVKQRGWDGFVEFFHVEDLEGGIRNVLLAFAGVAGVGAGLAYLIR
Bcl-xL primary: inhibitors of human Bcl-xL, primary screen, biochemical, fluorescence polarization, HTS; GST-Bcl-xL / FITC-Bim BH3 peptide fluorescence polarization; AID 2129, 2009; 320,000 compounds, 0.7% hits; inhibition, % at 10.9 µM;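 active = inhibition above the mean of all tested compounds plus 3 SD, cutoff set per campaign, cut at about 30% in these data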;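 note: 0% = DMSO wells and 100% = unlabeled Bim-BH3 peptide competitor; inhibitors lower millipolarization by displacing the labeled peptide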
VLA-4 inh: inhibition in human VLA-4 binding assay, primary screen, VLA-4 allosteric modulator project, MLPCN library, flow cytometry, VLA-4 expressing cells | ligand binding flow cytometry | inhibition, % (about 7 µM as worked out from the volumes in the protocol) | 330,000 compounds, 0.2% hits | Integrin alpha-4 (Homo sapiens), P13612; in the data active = inhibition above about 50%
CIT2 TOR yeast: modulators of CIT2-GFP expression in yeast, primary screen, S. cerevisiae, GFP fusion, multiplex flow cytometry, MLPCN library | S. cerevisiae CIT2-GFP strain, 3 h; 100 means same as DMSO wells | GFP response vs DMSO, % at 10 µM | 320,000 compounds, 0.065% hits | AID 2029, 2009;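 active = GFP response relative to DMSO above a set limit, near the screen mean plus 3 SD, cut at about 150% in these data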;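 note: ratio of well median GFP fluorescence to mean of DMSO wells on the plate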
AGP1-GFP MLPCN: modulators of AGP1-GFP expression in yeast TOR pathway, primary screen, cell-based, multiplex flow cytometry, S. cerevisiae, MLPCN library; 320,000 compounds, 0.02% hits; AID 2066, 2009; GFP response vs DMSO, % at 10 µM; 3 h; GFP as percent of DMSO wells;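 active = GFP response relative to DMSO above a set limit, near screen average plus 3 SD, cut at about 150% in these data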;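 note: median GFP channel fluorescence of the gated AGP1 strain per well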
GRK2 inh: compounds blocking aptamer binding on GRK2 – biochemical, human GRK2, bead flow cytometry, HTS, primary screen. 330,000 compounds, 0.59% hits. AID 488847, 2010. Beta-adrenergic receptor kinase 1 (Homo sapiens), P25098. inhibition of aptamer binding, % at 10 µM. FAM-aptamer displacement from GRK2;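 active = inhibition of aptamer binding above 40%, roughly 3 SD of noise, on plates passing a quality check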;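 note: median bead fluorescence of bound FAM aptamer so fluorescent compounds give negative values; no value below 0 was filed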
Yeast superoxide: reduction of superoxide in aged yeast, primary screen, HTS | superoxide response (% of plate mean), % at 10 µM | 330,000 compounds, 0.18% hits | AID 2690, 2010 | S. cerevisiae aged cells, superoxide DHE fluorescence; stronger effect = lower value;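 active = superoxide response under a set limit, about three screen SD below normal, cut at about 65% in these data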;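 note: yeast aged for seven days with compound at 30 °C before DHE staining; 100% = average MFI of all compound-treated wells on the plate with controls excluded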
Numbers without * were called inactive; . = not tested or not shown.

Every second line gives: GLD-1 TGE inh	MEX-5 binding	MCL1 BIM primary	Bcl-xL primary	VLA-4 inh	CIT2 TOR yeast	AGP1-GFP MLPCN	GRK2 inh	Yeast superoxide
CCOc1ccc(N(CC(=O)N2CCOCC2)S(=O)(=O)c2ccc(SC)cc2)cc1
    -4	1.5	4	7	7	99	101	0	105
CCc1ccc(NC(=O)CCc2c(C)nn(-c3ccc(N4CCCCC4)nn3)c2C)cc1
    -4	2.7	5	2	7	103	103	1	75
CCc1cccc(C)c1NC(=O)COn1nnc2ccc(C(F)(F)F)cc21
    -1	-1.1	-2	4	19	94	95	0	99
COc1cc(/C=C2\C(=O)N(c3ccc(NC(C)=O)cc3)N=C2c2ccccc2)ccc1O
    -7	0.8	5	7	-4	106	95	6	97
COc1ccccc1NC(=O)NCCCN1CCN(c2cccc(Cl)c2)CC1
    5	-2.3	9	4	21	88	92	0	99
CCOC(=O)CCC(=O)Nc1ccc(S(=O)(=O)N2CCCC2)cc1
    1	-3.0	-2	0	42	84	88	2	100
CC(=O)c1ccc(C(=O)N2CCCC(N3CCN(c4ccc(F)cc4)CC3)C2)s1 (centres undefined)
    3	3.0	5	-1	8	111	121	2	94
O=C1CCc2cc(S(=O)(=O)N3CCC(C(=O)NC4CCCCCCC4)CC3)ccc2N1
    0	.	-6	1	-3	96	105	1	91
CC(=O)Nc1ccc(NC(=O)C(C)OC(=O)C2CCN(S(=O)(=O)c3cccs3)CC2)cc1 (centres undefined)
    8	3.5	1	3	24	118	112	0	96
CCOc1ccccc1-c1nc(CN2CCC(C(=O)N3CCOCC3)CC2)c(C)o1
    4	2.9	0	3	-10	96	100	1	103
Cc1ccc(C)n1-c1cccc(N)c1
    -11	-3.7	45*	36*	-5	113	102	0	87
COCCCNC(=O)c1ccc2c(c1)ncn2-c1ccc(C)cc1C
    10	3.3	-1	1	8	121	99	7	95
O=C(CN1C(=O)c2ccccc2S1(=O)=O)c1ccc(F)cc1
    2	0.8	3	2	-11	103	105	0	82
CC(=O)CCc1c[nH]c2c(C(=O)O)cccc12
    -2	1.6	-3	6	16	94	96	1	102
NC(=S)NNC(=O)c1cc(C(F)(F)F)cc(C(F)(F)F)c1
    3	-0.4	0	1	2	87	98	1	89
COc1cc(=O)[nH]c(SC(C)C(=O)Nc2nc3c(s2)CCCC3)n1 (centres undefined)
    6	1.8	8	5	2	93	102	0	90
CCN(CC)C(=O)C1CCCN(Cc2sccc2C)C1 (centres undefined)
    -5	-1.6	3	-1	16	98	97	1	95
CS(=O)(=O)c1ccc(Cl)c(C(=O)Nc2ccc3nc(N4CCOCC4)sc3c2)c1
    -4	.	-10	-7	-25	95	91	4	94
CCOc1ccc(-c2c(C#N)c(N)nc3c2c(=O)n(C)c(=O)n3C)cc1OC
    4	-1.3	3	5	1	97	94	0	104
CC1=C(C(=O)Nc2ccccc2F)C(c2cccs2)C2=C(CCCC2=O)N1 (centres undefined)
    -10	2.0	7	2	2	103	97	2	101
Nc1ncccc1OCc1ccc(Cl)c(Cl)c1
    -1	-2.0	8	3	7	102	110	0	86
CN(C(=O)CSc1nnnn1-c1ccc(O)cc1)C1CCS(=O)(=O)C1 (centres undefined)
    1	0.8	0	3	-3	95	107	0	92
CCOC(=O)N1CCC(Nc2c(NCCN3CCN(c4ccccc4F)CC3)c(=O)c2=O)CC1
    3	-1.3	0	-3	-2	97	108	0	95
Cc1ccc(O)c(NC(=O)CSc2ccc(Cl)cc2)c1
    2	-2.3	-2	7	-6	95	95	1	94
O=C(COc1ccc(Br)cc1)N/N=C1/SCC(=O)N1Cc1ccccc1
    11	0.4	5	-1	.	103	105	10	98
Cc1cc2cc(C=O)c(Cl)nc2cc1C
    7	4.8	-4	3	23	96	97	2	73
OCc1nc2ccccc2n1C/C=C/c1ccccc1
    -1	-1.1	0	3	3	95	99	0	85
COc1ccc(Cl)cc1NC(=O)Nc1cn(C)nc1C
    -7	1.5	8	5	5	106	112	0	102
C=CCn1c(SCC(=O)NC(C)(C)C)nnc1-c1ccccc1O
    7	-0.9	1	-1	-4	104	109	3	105
COC(=O)c1[nH]c2cc(OC)ccc2c1NC(=O)c1nonc1C
    -4	-0.4	-5	5	-6	96	100	0	103

Random excerpt: 2 compounds from above, in no set order.
Every second line gives: GLD-1 TGE inh	MEX-5 binding	MCL1 BIM primary	Bcl-xL primary	VLA-4 inh	CIT2 TOR yeast	AGP1-GFP MLPCN	GRK2 inh	Yeast superoxide
CCOC(=O)N1CCC(Nc2c(NCCN3CCN(c4ccccc4F)CC3)c(=O)c2=O)CC1
    3	-1.3	0	-3	-2	97	108	0	95
CCOc1ccc(-c2c(C#N)c(N)nc3c2c(=O)n(C)c(=O)n3C)cc1OC
    4	-1.3	3	5	1	97	94	0	104

Remaining list, next part
Letters: A = GLD-1 TGE inh; B = MEX-5 binding; C = MCL1 BIM primary; D = Bcl-xL primary; E = VLA-4 inh; F = CIT2 TOR yeast; G = AGP1-GFP MLPCN; H = GRK2 inh; I = Yeast superoxide
mol: O=C(Nc1ccc(Cl)cc1)Nc1ccc(C(=O)N2CCOCC2)cc1
  A: 14; B: 2.8; C: -5; D: 2; E: 11; F: 97; G: 104; H: 0; I: 87
mol: Cc1c(NC(=O)C23CC4CC(CC(Br)(C4)C2)C3)c(=O)n(-c2ccccc2)n1C
  A: 2; B: -1.4; C: 3; D: 0; E: 2; F: 108; G: 103; H: 5; I: 92
mol: CCN(CCC#N)c1ccc(N2C(=O)CCCC2=O)cc1[N+](=O)[O-]
  A: -3; B: 0.1; C: 2; D: 1; E: 2; F: 103; G: 99; H: 0; I: 105
mol: COc1ccc(CNS(=O)(=O)c2ccc3c(c2)N(C(C)=O)CCO3)cc1
  A: 5; B: 0.7; C: -3; D: 3; E: 27; F: 102; G: 99; H: 1; I: 125
mol: C[N+](C)(C)CCCCCCCCCC[N+](C)(C)C
  A: 2; B: -1.0; C: 7; D: 3; E: -3; F: 87; G: 88; H: 3; I: 79
mol: Cc1cc(C)nc(SCC(=O)N/N=C/C=C/c2ccccc2)n1
  A: 4; B: 0.6; C: 4; D: 4; E: -84; F: 99; G: 98; H: 3; I: 88
mol: CC1(C)CC(=O)C(C(C2=C(O)CC(C)(C)CC2=O)c2cccc(O)c2)C(=O)C1 (centres undefined)
  A: 9; B: .; C: 8; D: 2; E: 4; F: 96; G: 102; H: 0; I: 109
mol: COC(=O)c1ccccc1NC(=O)c1ccc2c(c1)OCCO2
  A: 4; B: -0.7; C: 4; D: 2; E: -27; F: 112; G: 99; H: 0; I: 113
mol: CC(=O)N1C(C(=O)O)Cc2c([nH]c3ccccc23)C1(C)C (centres undefined)
  A: 3; B: -0.3; C: 0; D: -2; E: -1; F: 95; G: 98; H: 2; I: 100
mol: COc1cccc(C2=NN(C(=O)c3ccco3)C(c3ccco3)C2)c1 (centres undefined)
  A: 5; B: 3.3; C: -1; D: -2; E: -7; F: 83; G: 91; H: 0; I: 107
mol: Nc1nc2c(F)c(F)c(F)cc2s1
  A: 4; B: -0.7; C: 4; D: 10; E: 1; F: 85; G: 86; H: 0; I: 99
mol: Cc1cccc(/C(N)=N/OC(=O)N2CCOCC2)c1
  A: 7; B: 1.8; C: 3; D: 5; E: 41; F: 92; G: 94; H: 2; I: 112
mol: Cc1cc(C)n2nc(C(=O)OCC(=O)Nc3ccc(F)cc3F)nc2n1
  A: 0; B: 3.5; C: 0; D: -1; E: -15; F: 94; G: 110; H: 0; I: 85
mol: CC(=O)NCCC(=O)N1CCCC(C(=O)c2ccc3c4c(cccc24)CC3)C1 (centres undefined)
  A: 0; B: 0.0; C: 0; D: -3; E: 2; F: 95; G: 94; H: 0; I: 97
mol: CCCNC(=O)c1cn(CC)c2cc(N3CCN(C)CC3)c(F)cc2c1=O
  A: 4; B: 1.3; C: -1; D: 7; E: -6; F: 103; G: 98; H: 0; I: 94
mol: CN1CCN(C(=O)/C=C/c2c(F)cccc2Cl)CC1
  A: 2; B: -2.4; C: 4; D: 4; E: -11; F: 102; G: 101; H: 21; I: 94
mol: COc1ccc(-c2cc(C(=O)Nc3ccc(C(N)=O)cc3)c3ccccc3n2)cc1
  A: 8; B: -1.3; C: 9; D: 8; E: 1; F: 102; G: 101; H: 0; I: 110
mol: NC(=O)CSc1ccc(F)cc1
  A: 2; B: -0.3; C: 3; D: 10; E: 0; F: 92; G: 102; H: 3; I: 101
mol: COc1ccccc1N1CCN(C(=O)c2ccc3c(c2)NC(=O)C(CSCc2ccccc2C)N3)CC1 (centres undefined)
  A: -27; B: 3.0; C: -15; D: -9; E: -6; F: 104; G: 107; H: 0; I: 86

Compounds above that have a CF3 group, in the order listed:
Letters: A = GLD-1 TGE inh; B = MEX-5 binding; C = MCL1 BIM primary; D = Bcl-xL primary; E = VLA-4 inh; F = CIT2 TOR yeast; G = AGP1-GFP MLPCN; H = GRK2 inh; I = Yeast superoxide
mol: CCc1cccc(C)c1NC(=O)COn1nnc2ccc(C(F)(F)F)cc21
  A: -1; B: -1.1; C: -2; D: 4; E: 19; F: 94; G: 95; H: 0; I: 99
mol: NC(=S)NNC(=O)c1cc(C(F)(F)F)cc(C(F)(F)F)c1
  A: 3; B: -0.4; C: 0; D: 1; E: 2; F: 87; G: 98; H: 1; I: 89

Part of the list above in order of number of heavy atoms, smallest number first.
Letters: A = GLD-1 TGE inh; B = MEX-5 binding; C = MCL1 BIM primary; D = Bcl-xL primary; E = VLA-4 inh; F = CIT2 TOR yeast; G = AGP1-GFP MLPCN; H = GRK2 inh; I = Yeast superoxide
mol: Cc1ccc(O)c(NC(=O)CSc2ccc(Cl)cc2)c1
  A: 2; B: -2.3; C: -2; D: 7; E: -6; F: 95; G: 95; H: 1; I: 94
mol: CCCNC(=O)c1cn(CC)c2cc(N3CCN(C)CC3)c(F)cc2c1=O
  A: 4; B: 1.3; C: -1; D: 7; E: -6; F: 103; G: 98; H: 0; I: 94
mol: O=C1CCc2cc(S(=O)(=O)N3CCC(C(=O)NC4CCCCCCC4)CC3)ccc2N1
  A: 0; B: .; C: -6; D: 1; E: -3; F: 96; G: 105; H: 1; I: 91
